# Assay outcomes from PubChem.
# ssDAF-12 act: activators of S. stercoralis DAF-12 nuclear receptor; activation, % at 6.8 µM; AID 652126; HEK293 ssDAF-12/GRIP1 lit1-tk-luc reporter, luminescence; % of 3 µM dafachronic acid response; 370,000 tested, 1% active;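 active = activation above the mean over all tested compounds plus 3 SD, cut at about 0.9% in these data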;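 note: 0% = DMSO-only wells and 100% = 3 µM delta7-dafachronic acid wells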
# hcDAF12 agonist: activates DAF-12 receptor from parasite H. contortus | HEK293 hcDAF-12 lit1-tk-luc reporter, luminescence; 0% DMSO, 100% Δ7-dafachronic acid | activation, % at 6.8 µM | 370,000 tested, 1.4% active | AID 652067;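 active = activation above the mean of all tested compounds plus 3 SD, cut at about 5.5% in these data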;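 note: 100% = response to 3 µM Δ7-dafachronic acid high control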
# PLC-gamma1 inh: blocks human PLC-gamma1 enzyme activity; P19174; purified PLC-gamma1, fluorogenic substrate, fluorescence; inhibition, % at 12.2 µM; 370,000 tested, 0.84% active; AID 720700; in the data active = inhibition above about 9.5%
# ADAM10 inh: inhibitors of human ADAM10. O14672. recombinant ADAM10, EDANS/DABCYL FRET peptide cleavage, 3 h. inhibition, % at 7 µM. 370,000 tested, 0.62% active. AID 720582;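 active = inhibition above a per-campaign cutoff equal to the mean of compounds falling between control-based bounds plus 3 SD, cut at about 20% in these data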;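 note: 0% = DMSO wells while the 100% control is not disclosed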
# DAX1 inh-1: inhibitors of human orphan nuclear receptor DAX1 (NR0B1); AID 504766; P51843; 340,000 tested, 0.99% active; HEK293 Gal4-DAX1 luciferase reporter, luminescence; inhibition, % at 6.75 µM;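 active = inhibition above the mean over all tested compounds plus 3 SD, cut at about 4.2% in these data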;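 note: 0% = DAX1-transfected cells with DMSO and 100% = empty-vector control cells with DMSO; inhibition shows as a rise in luminescence from relieved DAX1 repression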
# Target sequence (P51843 207-470 limits assumed): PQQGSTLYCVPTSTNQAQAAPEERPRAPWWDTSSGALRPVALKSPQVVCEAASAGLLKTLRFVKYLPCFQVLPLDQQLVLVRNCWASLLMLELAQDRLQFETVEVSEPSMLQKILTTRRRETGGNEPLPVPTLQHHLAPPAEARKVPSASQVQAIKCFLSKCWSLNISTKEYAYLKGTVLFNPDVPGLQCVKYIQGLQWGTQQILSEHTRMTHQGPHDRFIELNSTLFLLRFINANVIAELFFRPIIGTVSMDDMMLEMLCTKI
# sPLA2-III inh: Blocks human group III sPLA2 activity | Q9NZ20 | QFRET BODIPY PC-A2 liposome hydrolysis, fluorescence | inhibition, % at 12.2 µM | 370,000 tested, 0.56% active | AID 743126;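 active = inhibition above mean plus 3 SD of compounds lying within the high and low control bounds, cut at about 19% in these data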;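 note: 0% = median of test compound wells and 100% = no enzyme DMSO wells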
# ADAM17 inh: inhibits human ADAM17. P78536. recombinant ADAM17, EDANS/DABCYL FRET peptide cleavage. inhibition, % at 6.95 µM. 370,000 tested, 0.83% active. AID 720648;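 active = inhibition above the mean of compounds lying between control limits plus 3 SD, set per campaign, cut at about 8.5% in these data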;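 note: 0% = DMSO-only wells as the low control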
# Target sequence (P78536 215-824 limits assumed): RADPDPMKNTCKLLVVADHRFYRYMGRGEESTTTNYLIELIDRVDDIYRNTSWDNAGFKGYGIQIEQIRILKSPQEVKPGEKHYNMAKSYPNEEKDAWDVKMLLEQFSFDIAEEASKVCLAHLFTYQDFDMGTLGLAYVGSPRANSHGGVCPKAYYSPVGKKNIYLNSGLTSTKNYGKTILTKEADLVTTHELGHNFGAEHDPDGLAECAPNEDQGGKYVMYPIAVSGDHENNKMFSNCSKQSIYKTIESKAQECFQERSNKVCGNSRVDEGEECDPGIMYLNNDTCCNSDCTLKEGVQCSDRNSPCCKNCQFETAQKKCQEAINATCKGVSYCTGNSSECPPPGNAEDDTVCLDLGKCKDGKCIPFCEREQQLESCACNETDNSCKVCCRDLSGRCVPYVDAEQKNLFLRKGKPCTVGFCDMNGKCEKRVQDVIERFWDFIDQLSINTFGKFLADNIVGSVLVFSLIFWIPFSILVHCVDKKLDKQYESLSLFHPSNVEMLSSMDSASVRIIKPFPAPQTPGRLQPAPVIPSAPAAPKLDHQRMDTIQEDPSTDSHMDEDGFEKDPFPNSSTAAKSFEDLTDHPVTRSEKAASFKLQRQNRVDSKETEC
# DAX1 inh-2: DAX1 (NR0B1) inhibition, primary screen; inhibition, % at 6.8 µM; HEK293T StAR-luciferase reporter, SF-1/DAX-1 repression relief; 370,000 tested, 1.1% active; AID 652010;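 active = inhibition above the mean over all tested compounds plus 3 SD, cut at about 3.6% in these data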;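 note: 0% = DAX-1 cells with DMSO and 100% = cells lacking DAX-1 with DMSO; higher inhibition means more luminescence from relief of DAX-1 repression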
# hgDAF12 agonist: activates the H. glycines DAF-12 receptor ligand-binding domain; 370,000 tested, 1.8% active; HEK293 GAL4-hgDAF12 UAS-luciferase reporter, agonist luminescence; normalized to butyrate control; activation, % at 6.8 µM; AID 687014;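 active = activation above a cutoff set at the mean of all screened compounds plus 3 SD, cut at about 10% in these data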;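 note: 0% = DMSO wells and 100% = sodium butyrate wells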
# FXN GAA850 act: frataxin GAA850 promoter activation; AID 540364; 360,000 tested, 0.56% active; activation, % at 6 µM; HEK293 lucGAA850 FXN promoter luciferase reporter, 24 h; percent of 10 µM SAHA response;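 active = activation above the average of all compounds screened plus 3 SD, cutoff fixed separately per campaign, cut at about 7.5% in these data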;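 note: 0% = DMSO wells and 100% = 10 µM SAHA wells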
# PLCb3 inh: inhibitors of human phospholipase C beta3 | Q01970 | AID 720704 | Purified PLC-beta3, fluorogenic substrate, fluorescence | 370,000 tested, 0.18% active | inhibition, % at 12.2 µM; in the data active = inhibition above about 11%;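 note: 0% = median of compound wells on plate and 100% = full blocker control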
# * hit, by the source's call; nt = not tested or not shown. Compounds were not picked by outcome. About 6.9% of those tested had a hit in this group.
SMILES,ssDAF-12 act,hcDAF12 agonist,PLC-gamma1 inh,ADAM10 inh,DAX1 inh-1,sPLA2-III inh,ADAM17 inh,DAX1 inh-2,hgDAF12 agonist,FXN GAA850 act,PLCb3 inh
COc1ccc(C2=NN(C(=O)CSC3=NN4CCCC(=O)N=C4S3)C(c3cccc(OC)c3OC)C2)cc1 (configuration not stated),-1.1,-2.4,9.7*,13,0.1,0,10*,-1.6,1.7,-0.7,7
COC(=O)c1ccc(CNC(=O)c2c3c(nc4ccccc24)CCN(Cc2ccccc2)C3)cc1,-1.6,1.7,-80,-78,-0.6,4,-23,0.3,-0.3,1.2,-83
CCCc1nc2ccccc2c(C(=O)OCC(=O)Nc2ccc(S(=O)(=O)N3CCOCC3)cc2)c1CC,-1.7,-0.8,3,40*,-3.5,-43,18*,-2.4,-3.8,-4.4,3
CCOc1cc(/C=N/NC(=O)c2cccc(S(=O)(=O)N3CCCC3)c2)ccc1OCC(=O)N(C)C,-1.3,-0.3,-25,-10,-0.7,4,-5,0.0,-3.3,0.4,-37
COC(=O)c1ccccc1NC(=O)N1CCN(c2ccc(F)cc2)CC1,-1.3,-2.3,-1,1,-1.5,3,0,-1.9,0.3,-0.4,-1
CCN1/C(=C/c2cc[n+](CCCS(=O)(=O)[O-])c3ccccc23)Sc2ccccc21,-1.1,0.1,1,-5,0.8,4,-2,-0.2,-0.8,2.0,1
Cn1nnnc1SCC(=O)N1CCN(C(c2ccccc2)c2ccccc2)CC1,-1.2,-1.9,3,-7,0.0,-7,1,-1.1,-3.8,1.1,4
Cc1ccc(N(C(=O)NC2CCCCC2)C2=NCCCCC2)cc1,0.5,-0.2,1,-1,0.1,6,0,0.8,3.5,3.5,4
OC(c1ccc(Cl)c(F)c1)c1ncc(-c2ccccc2C(F)(F)F)[nH]1 (configuration not stated),-1.3,-0.7,5,6,nt,-3,7,-0.9,-1.5,-1.9,5
CCn1cc(CNC(=O)c2cc(COc3ccc(F)cc3F)on2)cn1,-1.7,-1.9,1,4,-2.2,0,-2,-0.6,-2.1,2.0,-2
CCOC(=O)C1(Cc2cccc(F)c2)CCN(C(=O)C2CCCO2)CC1 (configuration not stated),-1.0,0.7,0,-3,0.1,16,-4,0.3,5.4,0.1,1
CC(C)(C)C(=O)Nc1c2c(nn1-c1ccc(F)cc1)CSC2,-0.1,3.1,-1,6,0.1,7,1,0.1,1.5,2.3,-6
COc1cc(O)c(NC(C)=O)c2nonc12,-1.0,-1.5,1,-9,1.5,-1,-3,-0.4,0.6,1.2,1
C=CCC[C@@H](Cc1ccc(F)cc1)C(=O)OC[C@@H](Cc1c[nH]c2ccccc12)NC(=O)[C@H](CC=C)CC(=O)N[C@H](CO)Cc1ccccc1,-1.0,-0.7,1,0,0.6,-9,3,0.0,1.7,-7.0,1
CCO[C@H]1OC(C(=O)N2CCN(Cc3ccc4c(c3)OCO4)CC2)=C[C@@H](c2ccc(C(F)(F)F)cc2)[C@@H]1CCCO,-1.1,-2.3,5,14,1.7,-30,6,-0.5,-0.8,0.3,5
O=C1CCCC(O)=C1Sc1cc(Cl)c(Cl)cc1Cl,-1.7,0.3,-3,-4,nt,-5,-5,-0.5,-0.2,0.0,0
O/N=C(\c1ccc(Cl)cc1)c1cc2ccccc2o1,-0.8,1.0,1,14,0.8,-15,5,-0.3,-4.2,2.1,0
COc1ccc(N2C(=O)CN=C2Nc2nc(C)cc(C)n2)cc1OC,-1.4,-0.2,3,10,0.0,9,-1,-1.0,-3.3,-1.9,4
COc1ccc(-n2c(C)cc(C(=O)CSc3nnc(-c4cccs4)o3)c2C)cc1,-1.7,-2.6,-11,6,-2.4,2,-4,-2.3,-4.0,2.1,-15
Cc1ccc(N(CC(=O)NC(C)(C)C)C(=O)CCC(=O)Nc2ccccn2)cc1,-1.3,-0.5,2,2,1.1,-2,-1,-0.6,-5.7,2.2,-1
O=C1CN(C(=O)c2ccccc2)C(c2ccccc2)c2cc(F)ccc2N1 (configuration not stated),-1.3,-1.8,-3,-8,1.9,7,-7,0.2,0.7,-1.4,-6
Cc1ccc(CN(C)C(=O)CN2C(=O)NC3(CCCC3)C2=O)o1,-0.6,0.0,-1,-11,-0.7,11,-5,-0.5,1.9,0.5,-3
O=C(NCCN1CCCC1)C1COc2ccccc2O1 (configuration not stated),-0.3,-0.7,7,-2,-1.7,7,-1,0.2,-0.4,1.5,-2
C=CCNc1sc(C(=O)C(C)(C)C)c(N)c1C#N,-2.1,-3.1,-2,-6,-1.9,-2,0,-0.6,-0.4,2.9,2
COc1ccccc1-c1cn(S(=O)(=O)c2ccc(F)cc2)nc1N,-1.6,-1.8,0,3,-1.6,-9,0,-1.5,-3.5,-0.6,-1
# Next results follow:
SMILES,ssDAF-12 act,hcDAF12 agonist,PLC-gamma1 inh,ADAM10 inh,DAX1 inh-1,sPLA2-III inh,ADAM17 inh,DAX1 inh-2,hgDAF12 agonist,FXN GAA850 act,PLCb3 inh
O=C(COC(=O)CCCN1C(=O)c2cccc3cccc(c23)C1=O)Nc1ccc(Cl)cc1,-1.8,-0.5,-1,-29,-0.2,0,-9,-0.2,-0.1,-0.4,-1
CCOCCCNS(=O)(=O)c1ccc2c(c1)CCN2C(=O)CC,-0.9,-1.8,0,3,0.4,-5,-1,-0.8,1.1,0.1,0
CC1CCN(Cc2c(C(=O)N/N=C/c3cccc(Cl)c3)nnn2-c2nonc2N)CC1,-1.1,-0.2,-13,12,0.8,-2,-1,0.0,0.2,3.0,-2
COc1cccc(C(=O)Nc2ccc(NC(=O)C3CCCCC3C(=O)O)cc2)c1 (configuration not stated),-0.4,1.4,0,-6,0.0,4,-5,-0.2,2.2,1.4,-4
CN(Cc1ccc(F)cc1)C(=O)c1cccc(S(=O)(=O)N2CCN(c3ccc(F)cc3)CC2)c1,-1.3,-2.9,-3,6,-1.6,-3,4,-5.7,-5.1,-1.2,-9
CCOC(=O)c1c(NC(=O)C(C)N2CCN(C(=O)c3ccco3)CC2)sc2c1CCCC2 (configuration not stated),-1.9,-2.8,-6,0,-3.5,-15,-2,-1.5,-2.4,-3.0,-5
N#C/C(=C/c1ccccc1)c1nn(CCO)c(N)c1C#N,-0.8,1.2,-50,-6,3.3,-2,-3,0.0,7.1,1.8,-62
CCOC(=O)CSc1ncnc2c1cnn2-c1ccc(C)cc1,-1.6,0.8,-3,-6,-0.5,4,-4,-0.1,0.2,-3.1,0
COc1ccc2c(c1[N+](=O)[O-])CCC/C2=N/OC(=O)c1cccc2ccccc12,-1.2,0.2,3,11,0.5,2,-3,0.4,-1.4,2.4,4
COc1ccc(-c2noc(CCCOc3ccccc3)n2)cc1OC,-0.5,-1.9,0,6,-0.3,-21,-1,-0.8,-2.4,2.9,-1
COc1ccc(/C=N/NC(=S)Nc2ccccc2)cc1COc1ccc(F)cc1F,-1.5,-0.3,-4,3,0.9,2,1,0.2,3.2,4.7,-4
CC1CC(=NNC(=O)C2COc3ccccc3O2)CC(C)(C)C1 (configuration not stated),-1.4,-0.9,1,-10,0.1,1,-2,-4.2,3.3,-2.7,-8
C=C1CCN([C@@H](CC(C)C)C(=O)NCc2cc(OC)c(OC)c(OC)c2)S(=O)(=O)c2ccccc21,-1.3,-1.6,2,0,0.6,-9,-2,-0.9,-1.0,-1.4,1
O=C(/C=C/c1ccc([N+](=O)[O-])cc1)N1CCN(S(=O)(=O)c2cccs2)CC1,-1.1,-0.6,6,3,0.1,9,-2,0.0,-0.4,-0.7,-4
Cn1c(N)c(C(=O)Nc2cccc(Cl)c2)c(=O)n(C)c1=O,-0.7,1.6,0,-6,-0.3,14,-5,-0.2,4.6,2.2,-3
CN(CC(=O)O/N=C(\N)c1ccccn1)S(=O)(=O)c1ccccc1,0.1,-1.0,2,7,0.2,9,-2,0.4,2.5,-1.6,2
O=C1N=c2ccccc2=C1c1sc(=S)n(Cc2ccccc2Cl)c1O,0.1,2.5,2,4,-0.2,-1,1,0.1,1.2,1.9,-4
CC(C)=CCN1CCN(Cc2cnc(C)s2)CC1CCO (configuration not stated),-1.2,0.3,2,5,3.4,5,0,-0.4,2.5,1.7,2
O=c1c2c(nc3c(-c4ccccc4)c[nH]n13)CCCC2,-1.4,-0.5,-32,-25,-0.2,2,-12,-1.0,-0.8,-2.7,-36
COCC(C)N1CCC(Oc2ccc(C(=O)NCc3ccccn3)cc2)CC1 (configuration not stated),-1.0,0.3,2,-7,0.8,8,3,-1.7,-1.3,0.5,-5
COc1cc(C2=NOC(C(=O)Nc3c(C)n(C)n(-c4ccccc4)c3=O)C2)cc(OC)c1OC (configuration not stated),-0.9,2.6,-1,1,1.5,1,-7,0.3,3.2,0.3,-7
CCOC(=O)C1=C(C)Nc2nc(SCC)nn2C1c1ccc(OC)cc1 (configuration not stated),-1.2,-0.9,0,3,1.9,6,-1,-0.8,0.7,1.9,2
Clc1ccc(Cl)c2sc(N3CCOCC3)nc12,-1.3,1.6,7,1,-1.9,2,1,0.1,2.5,2.5,4
Cc1[nH]c2ccccc2c1Cc1nnc(SCC(N)=O)o1,-1.4,5.1,-36,-24,4.7*,6,-7,1.0,2.8,0.1,-49
CCN(Cc1ccncc1)C(=O)c1ccc(Br)o1,-1.2,0.1,-1,-7,2.2,-1,-3,-0.4,-1.3,0.5,-8
# Next section
SMILES,ssDAF-12 act,hcDAF12 agonist,PLC-gamma1 inh,ADAM10 inh,DAX1 inh-1,sPLA2-III inh,ADAM17 inh,DAX1 inh-2,hgDAF12 agonist,FXN GAA850 act,PLCb3 inh
CC(C)c1ccc(/C=N/NC(=O)CC(=O)NCc2ccccc2)cc1,-1.3,-1.2,-2,5,1.0,-15,0,0.5,2.2,-1.2,-3
COc1ccc(S(=O)(=O)N2CCc3ccccc32)cc1C(=O)Nc1ccc(NC(C)=O)cc1,-1.1,-2.0,-31,-138,0.2,-25,-46,1.0,-0.8,0.7,-42
COc1ccc(N(C)S(=O)(=O)c2ccc(Cl)c(C(=O)NCC(C)(C)N3CCOCC3)c2)cc1,-2.2,-2.9,1,-13,-1.8,9,-3,-4.7,-2.1,-2.2,-5
Cc1ccc(NC(=O)CSc2nc3cc(C(=O)NCC4CCCO4)ccc3c(=O)n2CC2CCCO2)cc1 (configuration not stated),-1.2,-1.8,4,3,1.3,2,3,-2.4,4.3,-1.0,2
O=C(CNS(=O)(=O)c1ccccc1)N/N=C/c1ccc(O)cc1,-1.3,0.1,2,6,-0.1,0,-2,-0.5,-0.3,-0.1,3
O=C(OCC(=O)N1CCOCC1)c1ccccc1Cc1ccccc1,0.8,6.3*,4,-4,2.7,7,-6,4.1*,17*,4.2,2
O=C(NC1CCCCC1)OC[C@@H]1CSCCS(=O)(=O)N1,-1.1,-0.8,1,-14,nt,14,-4,2.0,-1.7,nt,2
